# MITF primary – inhibitors of human MITF; AID 1259374; O75030; 650,000 tested, 0.91% active; AlphaScreen MITF homodimerization, bead proximity signal; inhibition, % at 2.6 µM; in the data active = inhibition above about 50%;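 note: 0% = vehicle wells with protein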
# Target sequence (O75030 whole entry, looked up): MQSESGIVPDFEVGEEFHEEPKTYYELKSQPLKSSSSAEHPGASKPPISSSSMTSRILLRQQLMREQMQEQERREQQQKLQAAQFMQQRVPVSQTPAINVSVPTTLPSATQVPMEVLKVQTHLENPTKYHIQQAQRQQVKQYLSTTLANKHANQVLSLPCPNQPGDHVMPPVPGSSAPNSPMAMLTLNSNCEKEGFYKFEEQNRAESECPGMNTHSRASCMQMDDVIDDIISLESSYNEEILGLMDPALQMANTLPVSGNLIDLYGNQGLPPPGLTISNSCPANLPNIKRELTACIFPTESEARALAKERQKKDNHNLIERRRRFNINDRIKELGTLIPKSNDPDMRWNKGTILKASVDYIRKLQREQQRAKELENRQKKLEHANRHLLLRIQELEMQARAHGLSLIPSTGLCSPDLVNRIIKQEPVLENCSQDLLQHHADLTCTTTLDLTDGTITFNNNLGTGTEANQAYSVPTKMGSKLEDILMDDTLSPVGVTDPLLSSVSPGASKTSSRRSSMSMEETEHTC
# FBW7 activator – human FBW7 E3 ligase activation, primary screen; AID 1259310; 650,000 tested, 0.13% active; Q969H0; normalized activity (activation), % at 26.1 µM; AlphaScreen FBW7–phospho-cyclin E peptide binding, activator screen; in the data active = normalized activity above about 1.9%;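 note: purified mutant Fbw7 with reduced substrate affinity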
# GPR151 ag – activators of human GPR151; activation, % at 11.2 µM; AID 1508602; 650,000 tested, 1% active; Q8TDV0; PathHunter beta-arrestin GPR151 cells, luminescence; in the data active = activation above about 4.9%;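 note: 0% = median of compound wells and 100% = cells with positive control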
# Target sequence (Q8TDV0 whole entry, looked up): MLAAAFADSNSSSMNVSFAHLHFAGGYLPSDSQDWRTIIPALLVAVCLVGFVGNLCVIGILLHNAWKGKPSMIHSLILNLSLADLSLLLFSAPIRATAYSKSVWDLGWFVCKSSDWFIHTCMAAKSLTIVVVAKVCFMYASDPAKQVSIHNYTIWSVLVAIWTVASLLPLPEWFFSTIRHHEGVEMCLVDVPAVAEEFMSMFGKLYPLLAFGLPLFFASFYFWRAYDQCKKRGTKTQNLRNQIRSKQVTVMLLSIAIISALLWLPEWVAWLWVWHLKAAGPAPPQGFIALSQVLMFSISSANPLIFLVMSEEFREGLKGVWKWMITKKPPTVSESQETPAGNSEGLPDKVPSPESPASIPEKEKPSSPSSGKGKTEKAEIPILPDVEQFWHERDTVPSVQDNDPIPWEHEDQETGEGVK
# TEAD-YAP block – TEAD-YAP interaction inhibition | HEK-TIYL cells, TEAD-Gal4/YAP UAS-luciferase luminescence | inhibition, % at 9.12 µM | 640,000 tested, 1.4% active; in the data active = inhibition above about 32%;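 note: 0% = median of test compound wells and 100% = reference inhibitor wells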
# * hit, by the source's call.
entry	canonical_smiles	FBW7 activator	GPR151 ag
1	CCn1c(=O)/c(=C2/Sc3ccc(OC)cc3N2C)s/c1=C1/C(=O)N(c2ccccc2)NC1=Nc1ccccc1	0.0	0.1
2	O=C(CSC1=NCCS1)Nc1ccc(F)cc1	-0.1	-0.1
3	C=CCOc1c(Br)cc(CNn2c(C)n[nH]c2=S)cc1OC	-0.2	-1.4
4	O=C1OC(c2ccccc2Br)=N/C1=C\c1ccc(Br)o1	-0.1	-0.8
5	O=C(NC1CCCCCC1)c1cccc(-n2c(=S)[nH]c3cc(Cl)ccc3c2=O)c1	0.3	-1.3
6	COc1nc(Nc2ccc(Cl)cc2)nc(NC(C)(C)C)n1	-0.1	2.2
7	CCOC(=O)C1C(=O)C=C(c2ccc(F)cc2)CC1c1ccc(OC)c(OC)c1 (stereo not given)	-0.4	2.3
8	O=c1c2sc(=S)n(Cc3ccccc3)c2nc(SCc2nc3ccccc3[nH]2)n1-c1ccccc1	-0.5	1.5

entry	MITF primary	TEAD-YAP block
1	5	-7
2	21	10
3	31	10
4	3	2
5	-12	-2
6	21	-36
7	-4	1
8	4	-53

# (list continues)
entry	canonical_smiles	FBW7 activator	GPR151 ag
9	CCCN(CCC)CCCn1cnc2c([nH]c3ccc(OC)cc32)c1=O	-0.2	5.1*
10	Cc1ccc(C2OC3(C(=O)c4ccccc4C3=O)C3C(=O)N(c4cccc([N+](=O)[O-])c4)C(=O)C23)cc1 (stereo not given)	-0.1	-0.4
11	COc1cc2nc(Nc3nccc4ccccc34)nc(Nc3ccc4c(c3)OCO4)c2cc1OC	-0.2	0.0
12	O=C1NC(=S)N/C1=C\C=C\c1ccccc1	-0.1	-1.6
13	COc1cc(OC)cc(C(=O)c2ccc(C(=O)NC3(c4ccccc4)CC3)cc2)c1	0.0	0.2
14	CC1(C)CC(=O)C2=C(C1)NC(=O)CC2c1ccc(Cl)c(Cl)c1 (stereo not given)	-0.2	0.4
15	Cc1ccc(N=CC2=C(O)CC(c3ccccc3)CC2=O)cc1 (stereo not given)	-0.1	0.6
16	CCCNC(=O)c1oc2ccccc2c1C	0.1	3.7

entry	MITF primary	TEAD-YAP block
9	-4	-1
10	-2	6
11	1	31
12	-10	-26
13	1	6
14	0	14
15	-4	-8
16	-2	-14

# (next part)
entry	canonical_smiles	FBW7 activator	GPR151 ag
17	Cc1cc(C)c(Cc2c(C)nc3c(C(=O)N4CCOCC4)cnn3c2C)c(C)c1	0.0	-0.1
18	N#Cc1c2c(c(NCCCN3CCOCC3)n3c1nc1ccccc13)CCC2	0.8	-0.9
19	CC(=O)Nc1nc2c(ncn2COCCOC(C)=O)c(=O)[nH]1	0.3	-0.3
20	C=CCc1cc(OC)ccc1OCCOCCNCCO	-0.1	0.0
21	CC(C)(C)OC(=O)NCc1nc(-c2ccncc2)no1	0.2	-1.8
22	N=C1/C(=C/c2ccc(Br)o2)C(=O)N=C2SC=C(c3ccccc3)N12	0.3	-0.7
23	COc1ccc2c(=O)c(-c3ccccc3Cl)c(C(F)(F)F)oc2c1	0.1	0.5
24	COc1ccc(C[C@@H]2NC(=O)[C@H]3CN(Cc4ccccc4OC)CCN3C2=O)cc1	0.8	-0.2

entry	MITF primary	TEAD-YAP block
17	6	19
18	7	11
19	8	1
20	12	-1
21	6	8
22	17	-7
23	1	8
24	8	-8

# Other entries
entry	canonical_smiles	FBW7 activator	GPR151 ag
25	CSc1ccccc1C(=O)C1CCCN(C(=O)c2ccc(C(C)=O)s2)C1 (stereo not given)	0.0	0.0
26	CC(C)(C)n1nnnc1C(c1ccncc1)N1CCC(O)CC1 (stereo not given)	0.2	-1.6
27	Cc1ccccc1NC(=O)c1c(NC(=O)c2ccc(F)cc2)sc2c1CCCCC2	0.1	-0.5
28	Cc1ccc(-c2cc(C(F)(F)F)n3nc(C(=O)NN4CCOCC4)cc3n2)cc1C	0.2	5.3*
29	COc1ccc(CCNc2nc(Nc3ccnn3C)nc3cc(OC)c(OC)cc23)cc1	0.0	0.2
30	CCOc1ccc(C(=O)OCC(=O)NC(C)(C)C)cc1OCC	0.6	-0.2
31	CC(C)(C)c1ccc(C(=O)Nc2c3c(nn2C(C)(C)C)CS(=O)(=O)C3)cc1	0.1	1.3
32	CCCCCCNC(=O)c1c[nH]c2ccc(S(=O)(=O)N(CC)c3ccccc3)cc2c1=O	0.2	-1.2

entry	MITF primary	TEAD-YAP block
25	22	-4
26	-11	-14
27	-2	-6
28	13	3
29	-4	-2
30	13	-5
31	1	3
32	-2	-4

# (next part)
entry	canonical_smiles	FBW7 activator	GPR151 ag
33	COc1ccc(CNC(=O)c2cnn3c2NC(c2ccc(OC)cc2)CC3C(F)(F)F)cc1 (stereo not given)	-0.2	0.0
34	CC(C)NC(=O)CN1C(=O)c2cccnc2Oc2ccccc21	0.0	0.1
35	O=C(O)c1ccc(NC(=S)NC(=O)c2cccc(I)c2)cc1	-0.1	0.0
36	COc1ccc(N2CCN(C(=O)c3cn(C)c(=O)c4ccccc34)CC2)cc1	0.1	-1.3
37	CCOC(=O)C1=C(C(=O)OCC)SC(=C2C(=S)C(C)(C)N(C(=O)CN3C(=O)CCC3=O)c3ccc(C)cc32)S1	-0.1	0.0
38	Cc1ccc(-c2c3c(=O)n(C)c(=O)n(C)c3cn2-c2cccc(N)c2)cc1	0.0	1.5
39	O=C(Oc1ccc(OC(=O)c2ccc3c(c2)C(=O)N(c2cccc(O)c2)C3=O)cc1)c1ccc2c(c1)C(=O)N(c1cccc(O)c1)C2=O	-0.1	-0.8
40	NC(=O)c1c(/N=C/c2cc(Br)ccc2O)sc2c1CCC2	-0.2	0.2

entry	MITF primary	TEAD-YAP block
33	2	0
34	7	3
35	-4	3
36	16	-3
37	19	-9
38	23	-2
39	4	-8
40	-11	3

# Continued:
entry	canonical_smiles	FBW7 activator	GPR151 ag
41	O=C(NCC1CCCO1)c1cnn2cc(Br)cnc12 (stereo not given)	0.0	1.0
42	COc1ccc(S(=O)(=O)Oc2ccccc2NC(C)=O)cc1C	0.1	1.4
43	CCOC(=O)c1c(C)[nH]c(I)c1C	0.1	0.3
44	C=CCN1CCc2nc(-c3ccccn3)nc(N3CCOCC3)c2C1	-0.4	0.6
45	CC1CC(C)CN(C(=O)C(C)N2C(=O)C3CCCCN3C(=O)c3ccccc32)C1 (stereo not given)	0.1	2.5
46	Cc1ccc2c(c1)N(C(=O)CCC(=O)NCCCN1CCOCC1)CC(C)O2 (stereo not given)	0.0	-0.1
47	CCOC(=O)c1ccc(Nc2c3c(nc4ccccc24)CCC3)cc1	0.4	-0.4
48	CCCS(=O)(=O)N1CCN(Cc2ccc(OC)c(Br)c2)CC1	0.0	1.1

entry	MITF primary	TEAD-YAP block
41	-21	3
42	-7	45*
43	-13	2
44	17	-5
45	8	14
46	4	3
47	-7	42*
48	11	6

# The list continues:
entry	canonical_smiles	FBW7 activator	GPR151 ag
49	Cc1occc1C(=O)N1CCC(n2nccc2NC(=O)Nc2cccc(F)c2)CC1	-0.2	0.0
50	O=C(COc1cccc(Br)c1)N/N=C/c1ccc([N+](=O)[O-])s1	0.2	-0.8
51	COc1ccc(CCNC(=O)CN(c2cc(C(F)(F)F)ccc2Cl)S(C)(=O)=O)cc1	-0.2	-0.7
52	CC(O)CNCCOc1ccc(Cl)cc1C(C)(C)C (stereo not given)	0.0	2.8
53	Cc1cccc(-n2c(CNC(=O)c3ccc(S(=O)(=O)N4CCOCC4)cc3)nnc2SCC(=O)Nc2ccc(F)cc2)c1	0.0	0.5
54	CC1CCN(C(=O)C(NS(=O)(=O)c2cccc3nsnc23)C(C)C)CC1 (stereo not given)	0.1	3.1
55	CCc1cc(C)cc(OCC(O)C[n+]2cn(CC)c3ccccc32)c1 (stereo not given)	0.0	0.0
56	CCCCc1ccc(NC(=S)NN2CCN(C)CC2)cc1	-0.1	1.3

entry	MITF primary	TEAD-YAP block
49	4	-23
50	5	-16
51	-2	-2
52	41	1
53	-2	0
54	-5	-13
55	-6	19
56	10	8

# Next part
entry	canonical_smiles	FBW7 activator	GPR151 ag
57	CN(C)S(=O)(=O)N(CC(=O)Nc1ccccc1Br)c1ccccc1	-0.3	-0.6
58	COc1ccccc1S(=O)(=O)Cc1ccc(C(=O)NC2CCCCC2)o1	0.1	-0.2
59	CC1=C(C(=O)NCc2ccccc2)C(c2cccs2)NC(=S)N1 (stereo not given)	-0.2	-1.1
60	CC(C)C(=O)Nc1sc2c(c1C#N)CCN(C(C)C)C2	0.0	-0.4
61	COc1ccc(CCN2C(=S)N(CCc3ccccc3)C(=O)C2CC(=O)Nc2ccc(F)cc2)cc1OC (stereo not given)	0.1	-1.2
62	S=C(NC1Cc2ccccc2C1)N1CCCC1	-0.1	-1.2
63	Cc1cc(C)c(C2C(=O)[C@H]3[C@@H](C2=O)N2CCCN2[C@@H]3c2ccccc2)c(C)c1 (stereo not given in full)	0.6	0.8
64	CC1CCCCC1NC(=O)Cn1ncn2nc(-c3cccs3)cc2c1=O (stereo not given)	-0.2	-0.1

entry	MITF primary	TEAD-YAP block
57	4	4
58	7	-2
59	4	5
60	-4	0
61	2	-3
62	4	-11
63	6	4
64	0	1

# (next part)
entry	canonical_smiles	FBW7 activator	GPR151 ag
65	CCOc1ccc(NC(=O)c2ccc(C)cc2)cc1	-0.2	-1.0
66	Cc1cc2ccccc2c(=O)n1CC(=O)NCc1ccco1	-0.2	-0.4
67	COC(=O)c1cc(=O)n(Cc2ccco2)c(=Nc2ccc(F)cc2)s1	0.2	0.5
68	COc1ccc(/C=C(/NC(=O)c2ccccc2)C(=O)N2CCCCC2)cc1	0.0	-1.0
69	CSc1cccc(NS(=O)(=O)c2ccc(Br)cc2)c1	0.1	2.0
70	Cn1c(=O)n(C)c2cc(/C=C(/C#N)c3ccc([N+](=O)[O-])cc3)ccc21	1.1	0.6
71	COC(=O)CN(Cc1ccccc1)S(=O)(=O)c1ccccc1	-0.1	1.1
72	Cc1nn(C)cc1CN1CCC2(CC1)CC2C(=O)NCCC1=CCCCC1 (stereo not given)	0.0	-0.1

entry	MITF primary	TEAD-YAP block
65	-18	-47
66	-5	7
67	-15	19
68	3	-1
69	6	7
70	12	7
71	-6	14
72	7	-5

# Remaining list, next part
entry	canonical_smiles	FBW7 activator	GPR151 ag
73	COc1ccc(-c2cc(C(F)(F)F)n3ncc(C(N)=O)c3n2)cc1OC	0.2	-1.3
74	Cc1cc(=O)[nH]c(SCC(=O)N2C(C)CCCC2C)n1 (stereo not given)	0.0	-1.0
75	CCCOC(=O)C1=C(C)NC2=C(C(=O)CC(c3ccccc3)C2)C1c1ccc(Cl)cc1Cl (stereo not given)	0.0	2.1
76	COC(=O)C(NC(=O)c1cc2nc(-c3cccs3)cc(C(F)(F)F)n2n1)C12CC3CC(CC(C3)C1)C2 (stereo not given)	-0.1	-1.0

entry	MITF primary	TEAD-YAP block
73	4	5
74	-1	5
75	22	4
76	3	-3

# Compounds above that have fluorine (13):
entry	canonical_smiles	FBW7 activator	GPR151 ag
2	O=C(CSC1=NCCS1)Nc1ccc(F)cc1	-0.1	-0.1
7	CCOC(=O)C1C(=O)C=C(c2ccc(F)cc2)CC1c1ccc(OC)c(OC)c1 (stereo not given)	-0.4	2.3
23	COc1ccc2c(=O)c(-c3ccccc3Cl)c(C(F)(F)F)oc2c1	0.1	0.5
27	Cc1ccccc1NC(=O)c1c(NC(=O)c2ccc(F)cc2)sc2c1CCCCC2	0.1	-0.5
28	Cc1ccc(-c2cc(C(F)(F)F)n3nc(C(=O)NN4CCOCC4)cc3n2)cc1C	0.2	5.3*
33	COc1ccc(CNC(=O)c2cnn3c2NC(c2ccc(OC)cc2)CC3C(F)(F)F)cc1 (stereo not given)	-0.2	0.0
49	Cc1occc1C(=O)N1CCC(n2nccc2NC(=O)Nc2cccc(F)c2)CC1	-0.2	0.0
51	COc1ccc(CCNC(=O)CN(c2cc(C(F)(F)F)ccc2Cl)S(C)(=O)=O)cc1	-0.2	-0.7
53	Cc1cccc(-n2c(CNC(=O)c3ccc(S(=O)(=O)N4CCOCC4)cc3)nnc2SCC(=O)Nc2ccc(F)cc2)c1	0.0	0.5
61	COc1ccc(CCN2C(=S)N(CCc3ccccc3)C(=O)C2CC(=O)Nc2ccc(F)cc2)cc1OC (stereo not given)	0.1	-1.2

entry	MITF primary	TEAD-YAP block
2	21	10
7	-4	1
23	1	8
27	-2	-6
28	13	3
33	2	0
49	4	-23
51	-2	-2
53	-2	0
61	2	-3

entry	canonical_smiles	FBW7 activator	GPR151 ag
67	COC(=O)c1cc(=O)n(Cc2ccco2)c(=Nc2ccc(F)cc2)s1	0.2	0.5
73	COc1ccc(-c2cc(C(F)(F)F)n3ncc(C(N)=O)c3n2)cc1OC	0.2	-1.3
76	COC(=O)C(NC(=O)c1cc2nc(-c3cccs3)cc(C(F)(F)F)n2n1)C12CC3CC(CC(C3)C1)C2 (stereo not given)	-0.1	-1.0

entry	MITF primary	TEAD-YAP block
67	-15	19
73	4	5
76	3	-3
